CHRM1 PAM: positive allosteric modulators of human M1 muscarinic receptor | 0.088% of 360,000 active | activation, % at 3 µM | P11229 | CHO-K1 hM1, Fluo-8 calcium fluorescence, ACh EC20; 0% = ACh EC20, 100% = maximal ACh; in the data active means activation above about 19%, passing the limit was not always enough
Target sequence (P11229 whole entry, looked up): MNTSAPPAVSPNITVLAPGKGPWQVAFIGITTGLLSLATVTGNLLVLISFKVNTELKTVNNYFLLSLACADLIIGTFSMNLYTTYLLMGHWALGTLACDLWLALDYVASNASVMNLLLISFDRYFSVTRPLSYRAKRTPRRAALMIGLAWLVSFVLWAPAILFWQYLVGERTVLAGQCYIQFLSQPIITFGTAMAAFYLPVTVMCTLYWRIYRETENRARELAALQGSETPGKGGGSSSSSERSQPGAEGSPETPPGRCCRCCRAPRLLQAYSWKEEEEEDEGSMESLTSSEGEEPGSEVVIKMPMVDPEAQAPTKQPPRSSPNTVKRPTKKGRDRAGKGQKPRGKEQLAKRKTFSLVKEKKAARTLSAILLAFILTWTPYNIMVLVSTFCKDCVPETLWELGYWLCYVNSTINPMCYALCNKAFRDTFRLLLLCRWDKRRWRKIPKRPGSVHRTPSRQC
CHRM5 antagonist: blocks acetylcholine activation of human M5 receptor; CHO-hM5 cells, Fluo-8 calcium fluorescence, ACh EC80; inhibition, % at 3 µM; 0.59% of 360,000 active;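 active means inhibition above a per-plate cutoff, the mean of that plate's test compounds plus 3 SD, cut at about 27% in these data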;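 further: 0% = acetylcholine EC80 with DMSO and 100% = DMSO without agonist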
Target sequence (P08912 whole entry, looked up): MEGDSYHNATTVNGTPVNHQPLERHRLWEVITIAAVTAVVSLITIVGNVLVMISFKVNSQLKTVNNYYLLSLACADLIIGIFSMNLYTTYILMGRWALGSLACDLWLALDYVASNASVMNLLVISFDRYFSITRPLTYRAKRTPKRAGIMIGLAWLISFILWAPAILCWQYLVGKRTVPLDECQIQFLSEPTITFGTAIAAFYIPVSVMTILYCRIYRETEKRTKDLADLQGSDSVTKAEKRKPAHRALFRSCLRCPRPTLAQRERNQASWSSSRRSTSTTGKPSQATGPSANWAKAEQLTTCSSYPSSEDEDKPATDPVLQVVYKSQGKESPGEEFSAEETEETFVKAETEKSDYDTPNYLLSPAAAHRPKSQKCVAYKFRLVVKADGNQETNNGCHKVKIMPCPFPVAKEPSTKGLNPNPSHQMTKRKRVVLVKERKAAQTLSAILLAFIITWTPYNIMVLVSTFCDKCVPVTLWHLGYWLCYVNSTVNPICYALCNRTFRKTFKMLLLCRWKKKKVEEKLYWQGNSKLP
M4 ag: CHRM4 agonism in calcium assay | P08173 | CHO-K1 hM4/Gqi5, Fluo-8 calcium fluorescence; vehicle 0%, full acetylcholine response 100% | activation, % at 3 µM | 0.14% of 360,000 active;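 active means activation above the run mean over all test wells plus 3 SD, cut at about 32% in these data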;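 further: peak over basal fluorescence ratio per well then scaled between controls; 0% = DMSO wells and 100% = acetylcholine at EC100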
M4 antag: CHRM4 antagonism in calcium assay | P08173 | CHO-hM4 cells, ACh EC80, Fluo-8 calcium fluorescence | inhibition, % at 3 µM | 0.73% of 360,000 active | AID 624125;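 active means inhibition above its plate's cutoff, the mean inhibition of sample wells plus 3 SD, cut at about 27% in these data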;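 further: 0% = acetylcholine EC80 with DMSO and 100% = DMSO without agonist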
CHRM5 agonist: agonists of human muscarinic M5 receptor (CHRM5); CHO-K1 hM5 cells, Fluo-8 calcium fluorescence; 0% DMSO wells, 100% maximal acetylcholine response; activation, % at 3 µM; 0.19% of 360,000 active;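 active means activation above the run's mean over test compounds plus 3 SD, cut at about 23% in these data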;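 further: signal is peak over basal fluorescence ratio across the kinetic read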
CRFBP-R2 agonist: CRF-BP/CRF-R2 complex agonism; HEK293 CRF-R2/CRF-BP, calcium dye fluorescence (FLIPR); percent of saturating CRF peptide response; activation, % at 13.2 µM; 0.46% of 350,000 active;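 active means activation of at least 50%, plus an integration ratio under a set limit after plate pattern correction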;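 further: plate controls were neutral control wells without compound for no effect and CRF at EC100 for full effect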
M5 PAM: CHRM5 positive allosteric modulation. P08912. CHO-K1 hM5, Fluo-8 calcium, ACh EC20 PAM; 0% = ACh EC20, 100% = ACh EC100. activation, % at 3 µM. 0.3% of 360,000 active. AID 624038;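 active means activation above the run cutoff, the mean activation of all test compounds plus 3 SD, cut at about 18% in these data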
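System: CHO-K1 cell line with stable human muscarinic M5 receptor expression | Also added: EC20 acetylcholine as agonist stimulus | Compound: One concentration, 3 µM final (nominal) | Timing: Fluo-8 loading 80 min at 37 °C plus 30 min room temperature | Measured by: Fluo-8 calcium dye fluorescence, kinetic read | Read-out basis: % activation, ACh-normalized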
M1 antag: antagonists of human M1 muscarinic receptor; inhibition, % at 3 µM; CHO-K1 hM1, Fluo-8 calcium fluorescence, ACh EC80 antagonist; 1.3% of 360,000 active; P11229;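 active means percent inhibition above its own plate's cutoff, namely the mean of that plate's compound wells plus 3 SD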;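 further: peak over basal fluorescence ratio during 140 s after agonist addition; 0% = ACh EC80 plus DMSO and 100% = DMSO alone without agonist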
CHRM4 PAM: positive allosteric modulators of human muscarinic M4 receptor; 0.4% of 360,000 active; P08173; activation, % at 3 µM; CHO-K1 hM4/Gqi5, Fluo-8 calcium fluorescence, ACh EC20; 0% = ACh EC20, 100% = maximal ACh;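 active means activation above its plate's cutoff, the mean activation of sample wells plus 3 SD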; further: some results filed as inactive read as strong as hits
Active calls of the source: *; / = not tested or not shown; & = joins results of further samples. Not a hit list. About 2.8% of those tested had a hit in this group.

SMILES	CHRM1 PAM	CHRM5 antagonist	M4 ag	M4 antag	CHRM5 agonist	CRFBP-R2 agonist	M5 PAM	M1 antag	CHRM4 PAM
O=C(/C=N/O)NCc1ccncc1	-3	-5	0	0	-4	-1.9	4	-7	-1
Oc1nc(Nc2ccc(Cl)cc2Cl)sc1/C=C1\C=Nc2ccccc21	6	5	0	3	-1	3.0	-1	-2	-5
COC(=O)c1c(C)nc(C)c(C(=O)OC)c1-c1cccs1	9	5	3	3	-10	-1.2	11	-17	-2
Cc1cc(C(=O)NC2CC(C)(C)Cc3c2cnn3-c2ccc(F)cc2)nn1C (stereo unspecified)	12	0	0	-2	-2	2.3	3	-4	3
COc1ccc(S(=O)(=O)N2CCCCCC2)cc1C(=O)NCc1ccccc1Cl	12	-2	0	-3	0	3.4	-1	-14	26*
COc1ccc(CN2C(=O)C(C)Nc3ncnc(N4CCN(c5ccccc5)CC4)c32)cc1 (stereo unspecified)	0&3	-3&5	11&11	-4&-1	13&9	-0.6	-4&-2	4&-6	-5&-2
COC(=O)C1CSC(C(=O)OC)N1C(=O)CN1CC(C)OC(C)C1 (stereo unspecified)	8	5	1	8	0	1.5	-2	-7	6
CC(=O)N1CCSc2ccc(S(=O)(=O)Nc3ccccc3C)cc21	1	2	6	3	3	2.4	-3	5	-3
C[C@H](NC(=O)c1ccccc1)C(=O)OCC(=O)Nc1ccc2c(c1)OCO2	17	14	2	-8	4	-1.4	-1	-2	7
Cc1nc2ccccc2cc1C(=O)NCc1ccccc1	-2	-3	12	5	6	1.6	3	9	-7
COc1ccc(CN2CCN(S(=O)(=O)c3ccc(NC(C)=O)cc3)CC2)cc1	3	11	3	-7	0	4.6	-11	-5	-2
CCOC(=O)C1=C(C)N(C[C@@H]2CC[C@@H](Cc3ccc(-c4ccccc4)cc3)O2)C(=O)NC1C1CC1 (stereo partly specified)	-1	-5	0	0	-1	4.2	6	11	-8
Cc1ccc(S(=O)(=O)Nc2ccc(-c3csc(-c4ccccc4)n3)cc2)cc1	1	-3	-1	4	0	0.4	-2	1	6
CCN(CC)C(=O)n1c(Cc2ccccc2)nc2ccccc21	23	-11	0	-10	1	-0.7	5	-26	-4
CCCCNc1nc2ccccc2nc1NS(=O)(=O)c1cccs1	2	1	1	-4	0	3.9	0	-3	1
COc1ccc(CNC(=O)C(C)OC(=O)CN2C(=O)COc3ccccc32)cc1 (stereo unspecified)	14	15	3	-1	-1	-1.6	-2	-17	-4
Cc1cccc(NC(=O)[C@H](C)NC(=O)[C@@H]2Cc3ccccc3CN2C(=O)OC(C)(C)C)c1	2	8	0	5	-4	-0.1	0	-5	9
C=C(C)CN(CC)C(=O)CN1C(=O)NC2(CCc3ccccc32)C1=O (stereo unspecified)	12	4	1	9	-2	1.2	2	-7	6
COCCC1CCCCN1C(=O)c1cccc(OC2CCN(S(C)(=O)=O)CC2)c1 (stereo unspecified)	10	7	1	-4	-1	-0.6	-1	-4	11
CC1CC(C)CN(C(=O)COC(=O)c2ccc3ccccc3n2)C1 (stereo unspecified)	4	-13	3	-9	1	-1.2	9	-3	5
Cc1ccsc1CNC1C2CC3CC(C2)CC1C3 (stereo unspecified)	-7	7	0	3	-16	-0.6	2	9	-16
Cc1c(NC(=O)COC(=O)/C=C/c2ccc(Cl)cc2)c(=O)n(-c2ccccc2)n1C	11	-6	2	1	-4	-0.1	-6	-12	7
O=C(c1ccccc1NS(=O)(=O)c1cccc(C(F)(F)F)c1)N1CCc2ccccc21	7	3	0	5	-1	1.5	0	-6	-3
O=C(CC1c2ccccc2C=C(c2ccsc2)N1c1ccc(-c2cccnc2)cc1)C1CC1 (stereo unspecified)	/	-3	0	-7	-2	/	-1	/	-1
Cc1cccc2c(CC(=O)O)noc12	8	-19	0	-5	2	-1.7	7	-1	4
COc1ccc(C(=O)NNC(=O)C(=O)Nc2ccc(C)c(Cl)c2)cc1	-2	12	1	8	-1	0.9	-5	1	-12
CC(OC(=O)CCN=C1NS(=O)(=O)c2ccccc21)C(=O)N(C)c1ccccc1 (stereo unspecified)	4	2	5	-4	3	0.4	-1	-4	6
O=S(=O)(Nc1ccc(-n2cnnn2)cc1)c1cccc(Cl)c1	3	2	1	-7	2	1.0	-2	-2	-3
N#Cc1ccc(/C=C/C(=O)c2ccccc2)cc1	1	6	3	-2	-1	-0.9	0	7	-2
COc1ccc(C(C)(C)C)cc1NC(=O)CCn1[nH]c(=O)ccc1=O	5	4	1	0	-1	-0.2	-2	-8	-3
NC(c1csc(Nc2cc(Oc3ccccc3)ncn2)n1)c1ccccc1Cl (stereo unspecified)	-22	14	7	11	-1	/	-16	23	-13
CC1=CC(c2ccccc2)n2nc(N3C(=O)CCC3=O)nc2N1 (stereo unspecified)	6	-10	0	-1	2	0.1	7	-20	0
COc1cc(CNc2ccc(NC(C)=O)cc2)ccc1OCc1ccccc1C	6	9	1	9	1	-1.3	0	-8	-1
COc1cc(NC(=O)c2ccc3c(c2)OCO3)ccc1NC(=O)c1ccco1	3	-14	1	-9	-4	-3.2	13	-31	6
O=C(NCC1CCCO1)c1cc2ccccc2[nH]1 (stereo unspecified)	4	2	1	10	3	-0.8	1	3	7
O=S(=O)(c1ccccc1)c1nc(NCc2cccnc2)sc1Cl	-3	2	3	-1	-11	0.2	1	2	-5
C=CCn1c(=N)n(CC(=O)OC)c2ccccc21	-1	0	1	-12	-6	0.8	0	-17	6
CC(=O)Nc1ccc(S(=O)(=O)N2CCC(C(=O)NC3CCCC3)CC2)cc1	4	-6	2	-4	-2	0.5	4	-2	6
COc1ccc(Cl)cc1S(=O)(=O)Nc1ncn[nH]1	4	14	0	8	-2	6.7	0	-7	2
COC(=O)CCCC1=CC2=CC(=O)C(C)(OC(=O)c3cccs3)C(=O)C2=CN1c1cccc(C#N)c1 (stereo unspecified)	-1	4	2	2	4	8.3	0	2	-8
CC1(C)c2[nH]c3ccccc3c2C[C@@H]2C(=O)N(c3cc(F)ccc3F)C(=O)N21	0	9	20	-10	10	2.5	-4	13	1
CC(=O)Cn1nnc2sc(-c3ccccc3)cc2c1=O	2	3	3	10	3	-0.4	16	-1	-4
COn1c(=O)c(-c2ccc(C)cc2)[n+]([O-])c2ccccc21	-2	14	0	5	-2	-1.4	-4	6	3
COc1cc(/C=N/NC(=O)NC23CC4CC(CC(C4)C2)C3)ccc1O	-5	-1	9	-2	4	-0.6	-3	10	-2
c1ccc(Nc2ccc(-n3ccnc3)nn2)cc1	4	7	1	-3	-1	-3.6	2	-5	7
Cn1c(CN2CCOCC2)nc2cc(NC(=O)COc3ccc([N+](=O)[O-])cc3)ccc21	3	9	2	9	6	-0.2	-2	-3	0
C=CCNC(=O)CN1CCC(O)(c2ccc(F)cc2)CC1	8	4	1	1	1	-1.2	-4	-5	-10
CC(=O)C(Cc1cccc(F)c1)(Cc1cccc(F)c1)C(C)=O	-4	9	9	0	-8	0.5	-19	11	-10
Cc1cccc(NC(=O)c2ccc(C)c(S(=O)(=O)N3CCOCC3)c2)n1	13	1	2	-5	0	0.2	-2	-14	7
Cc1cc(C(=O)N/N=C/c2ccccc2Br)no1	5	9	1	4	-4	1.3	-5	0	13
O=C(Nc1ccc(F)cc1)C(c1ccnc2ccccc12)N1CCN(C(=O)c2ccco2)CC1 (stereo unspecified)	/	6	4	3	4	/	4	/	-1
CCNC(=S)N/N=C/c1c(Cl)cccc1Cl	-5	-6	-2	-1	-8	-1.4	6	-8	5
COc1ccc(OCC(=O)Nc2ccc3c(c2)C(=O)NC3=O)cc1	2	-11	8	-9	0	-1.1	-1	-9	-5
COc1cccc(C(C2C(=O)CC(C)(C)CC2=O)C2C(=O)CC(C)(C)CC2=O)c1	14	15	0	-5	-3	-1.6	0	-20	4
O=C(COC(=O)C1CCC(=O)N1)Nc1cccc([N+](=O)[O-])c1 (stereo unspecified)	6	8	0	4	2	-0.6	3	-6	1
Cc1c(C(C)(C)O)[nH]c2ccc(C#N)cc12	7	8	6	5	0	-0.1	2	-8	9
CCn1c(COc2cccc(C)c2)nc2ccccc21	9	-1	1	-5	1	-0.9	-9	-3	8
O=S(=O)(O)c1ccc(O)c2cc(Nc3ccccc3)ccc12	8	4	1	3	3	-0.1	9	-13	7
CCc1ccc(NC(=S)/N=C(\N)Nc2nc(C)c3cc(CC)ccc3n2)cc1	-8	5	-1	-3	-4	1.1	-12	4	-1

In another format: 14 of the compounds above
Screens in order – CHRM1 PAM	CHRM5 antagonist	M4 ag	M4 antag	CHRM5 agonist	CRFBP-R2 agonist	M5 PAM	M1 antag	CHRM4 PAM
O=C(/C=N/O)NCc1ccncc1
    -3	-5	0	0	-4	-1.9	4	-7	-1
Oc1nc(Nc2ccc(Cl)cc2Cl)sc1/C=C1\C=Nc2ccccc21
    6	5	0	3	-1	3.0	-1	-2	-5
COC(=O)c1c(C)nc(C)c(C(=O)OC)c1-c1cccs1
    9	5	3	3	-10	-1.2	11	-17	-2
Cc1cc(C(=O)NC2CC(C)(C)Cc3c2cnn3-c2ccc(F)cc2)nn1C (stereo unspecified)
    12	0	0	-2	-2	2.3	3	-4	3
COc1ccc(S(=O)(=O)N2CCCCCC2)cc1C(=O)NCc1ccccc1Cl
    12	-2	0	-3	0	3.4	-1	-14	26*
COc1ccc(CN2C(=O)C(C)Nc3ncnc(N4CCN(c5ccccc5)CC4)c32)cc1 (stereo unspecified)
    0&3	-3&5	11&11	-4&-1	13&9	-0.6	-4&-2	4&-6	-5&-2
COC(=O)C1CSC(C(=O)OC)N1C(=O)CN1CC(C)OC(C)C1 (stereo unspecified)
    8	5	1	8	0	1.5	-2	-7	6
CC(=O)N1CCSc2ccc(S(=O)(=O)Nc3ccccc3C)cc21
    1	2	6	3	3	2.4	-3	5	-3
C[C@H](NC(=O)c1ccccc1)C(=O)OCC(=O)Nc1ccc2c(c1)OCO2
    17	14	2	-8	4	-1.4	-1	-2	7
Cc1nc2ccccc2cc1C(=O)NCc1ccccc1
    -2	-3	12	5	6	1.6	3	9	-7
COc1ccc(CN2CCN(S(=O)(=O)c3ccc(NC(C)=O)cc3)CC2)cc1
    3	11	3	-7	0	4.6	-11	-5	-2
CCOC(=O)C1=C(C)N(C[C@@H]2CC[C@@H](Cc3ccc(-c4ccccc4)cc3)O2)C(=O)NC1C1CC1 (stereo partly specified)
    -1	-5	0	0	-1	4.2	6	11	-8
Cc1ccc(S(=O)(=O)Nc2ccc(-c3csc(-c4ccccc4)n3)cc2)cc1
    1	-3	-1	4	0	0.4	-2	1	6
CCN(CC)C(=O)n1c(Cc2ccccc2)nc2ccccc21
    23	-11	0	-10	1	-0.7	5	-26	-4

Bioassay records: PubChem BioAssay, several laboratories
